# TIM10 inh: inhibits growth of TIM10 yeast strain. S. cerevisiae TIM10 strain growth, BacTiter-Glo luminescence, 24 h. inhibition, % at 10 µM. hit rate 1.4% among 330,000. AID 463195;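 active = inhibition of 40% or more at the single tested concentration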;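 note: wild-type TIM10 isogenic control strain grown at permissive 25 °C; 0% = DMSO yeast wells and 100% = minimal medium wells without yeast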
# Mdm2 MdmX PPI: inhibitors of human Mdm2/MdmX interaction; O15151+Q00987; SaOS-2 split-luciferase Mdm2/MdmX complementation, luminescence; inhibition, % at 8 µM; hit rate 3% among 330,000; AID 485346;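 active = inhibition of at least 50% at 8 µM in the primary screen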
# UPR CHOP act: apoptotic UPR (CHOP) activation; CHO-CHOP luciferase reporter, luminescence; percent of tunicamycin response over DMSO baseline; activation, % at 10 µM; hit rate 0.34% among 330,000; AID 449763;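 active = at 10 µM dose, activation of 40% or more, normalized to positive control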;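 note: 100% = tunicamycin at 10 µg/mL and 0% = DMSO alone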
#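 Assay system: CHO-CHOP cells, stable luciferase reporter of PERK-eIF2a-CHOP signalling / Buffer or medium: F12 plus 10% serum / Compound dosing: one dose, 10 µM in 0.5% DMSO / Times: 6 h compound treatment, 37 °C / Technique: luciferase luminescence / Read-out: % reporter activation, DMSO baseline versus tunicamycin full activation / Benchmarks: tunicamycin and DMSO controls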
# UPR XBP1 act: activators of adaptive arm of unfolded protein response (XBP1); AID 463104; CHO-XBP1 luciferase reporter, IRE1-XBP1 UPR activation, luminescence; percent of tunicamycin response, DMSO as zero; hit rate 0.33% among 330,000; activation, % at 20 µM;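 active = versus positive control, 20 µM dose yields 30% or more activation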;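 note: 100% = tunicamycin at 10 µg/mL and 0% = DMSO only wells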
#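 Assay system: CHO-XBP1 luciferase reporter cells; Schedule: 6 h treatment, 37 °C; Detection: glow luminescence from Steady-Glo reagent; Benchmarks: high control tunicamycin 10 µg/mL final, low control DMSO vehicle only.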
# 697 NFkB inh: inhibitors of the PMA/ionomycin-induced NF-kB reporter in 697 B cells. 697 B-cell NF-kB luciferase reporter, 16 h. inhibition, % at 4 µM. hit rate 0.33% among 330,000; in the data active = inhibition above about 35%
# tim23-1 inh: tim23-1 yeast growth inhibition; S. cerevisiae tim23-1 growth, BacTiter-Glo luminescence, 24 h; inhibition, % at 20 µM; hit rate 1.3% among 330,000; AID 463212;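 active = growth inhibition of the mutant yeast at or above 50%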;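 note: temperature-sensitive mutant grown at 25 °C; plate controls were DMSO-treated mutant yeast for no effect and medium wells lacking yeast for full effect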
# tim10-1 inh: tim10-1 yeast growth inhibition. S. cerevisiae tim10-1 ts strain growth, BacTiter-Glo, 24 h. inhibition, % at 20 µM. hit rate 2.2% among 330,000;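 active = inhibition of at least 40%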;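 note: mutant grown at 25 °C; 0% = DMSO wells with yeast and 100% = wells holding no yeast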
# Jurkat NFkB inh: inhibitors of the PMA/ionomycin-induced NF-kB reporter in Jurkat cells; PMA/ionomycin-induced NF-kB luciferase reporter, luminescence; inhibition, % at 4 µM; hit rate 0.53% among 330,000; in the data active = inhibition above about 50%
# An asterisk follows results filed as active. Not a hit list; any-hit rate near 6.6%.
item	SMILES	Jurkat NFkB inh	697 NFkB inh	tim10-1 inh	tim23-1 inh
1	O=C(CN1C(=O)CCC1=O)NCC12CC3CC(CC(C3)C1)C2	5	-6	39	30
2	CC(=O)Nc1ccc(S(=O)(=O)Nc2nc3ccccc3nc2N2CCOCC2)cc1	9	-3	-2	0
3	Cc1ccccc1CN(C)CC(=O)Nc1cccc(S(=O)(=O)N(C)c2ccccc2)c1	-21	19	23	33
4	Cc1ccc(OCC(O)CN2CC3(C)CC2CC(C)(C)C3)cc1 (stereo not drawn)	1	2	6	-6
5	CCOC(=O)[C@@H]1[C@H]2COc3cc(OC)ccc3[C@H]2N2C(=O)N(c3ccccc3)C(=O)[C@]12C	0	3	14	32
6	O/N=C(/c1ccccc1)c1cc2cc(Br)cc(Br)c2o1	-9	-6	21	39
7	COc1ccc(CCN(C)S(=O)(=O)c2cn(C)c(=O)n(C)c2=O)cc1OC	-12	-11	-7	-3
8	Cc1[nH]c(=O)[nH]c(=O)c1CSc1nnc([C@H](CC(C)C)NC(=O)OC(C)(C)C)o1	3	6	-10	-6
9	Cc1cccc(N(C(=O)Cn2nnc3ccccc32)C(C(=O)NCc2ccco2)c2ccncc2)c1 (stereo not drawn)	-5	10	-11	6
10	COc1ccccc1CCC(=O)Nc1ccc(OC)c(S(=O)(=O)N2CCCCC2)c1	-4	-1	19	28
11	O=C(CCCCCNC(=O)c1ccccc1)N/N=C/c1ccc(O)cc1O	-3	7	4	-10
12	COc1ccc(-c2cc3cc(OC)c(OC)cc3cn2)cc1	4	-27	-20	41
13	COc1ccc(OC)c(Nc2nc(-c3cccs3)cs2)c1	-10	-6	36	33
14	CC(C)(C)C(=O)Nc1cccc(C(=O)c2cccc(NC(=O)C(C)(C)C)c2)c1	-6	-6	9	10
15	NC(=O)c1ccc2c(=O)c(O)c(-c3cc(Cl)c(N)c(Cl)c3)[nH]c2c1	16	18	2	13

item	UPR XBP1 act	Mdm2 MdmX PPI	TIM10 inh	UPR CHOP act
1	3	1	14	-0.5
2	0	13	-8	0.7
3	-2	-8	8	-1.0
4	2	9	-4	-0.4
5	0	15	17	-0.3
6	0	6	30	2.0
7	-1	13	1	-1.2
8	-8	1	-3	-2.5
9	-4	19	-3	2.3
10	-1	7	5	2.6
11	-1	-3	1	2.8
12	15	-10	2	5.3
13	-2	8	21	-0.2
14	0	4	13	-1.6
15	-1	-6	11	-0.2

# Continued.
item	SMILES	Jurkat NFkB inh	697 NFkB inh	tim10-1 inh	tim23-1 inh
16	O=C(Cc1ccc(Br)cc1)Nc1ccc(S(=O)(=O)Nc2ncccn2)cc1	-3	-5	-7	6
17	CCOC(=O)Cn1c(=O)oc2cc(S(=O)(=O)N(C)Cc3ccccc3)ccc21	-16	-6	-5	6
18	CN(c1ccccc1)S(=O)(=O)c1ccc(C(=O)NCc2ccc(F)cc2)cc1	9	0	10	29
19	Cc1cc(C)cc(OCC(=O)Nc2nc(-c3ccccn3)cs2)c1	6	-7	-15	-11
20	CC(C(=O)N1CCN(Cc2ccccc2)CC1)c1ccc([N+](=O)[O-])cc1 (stereo not drawn)	2	13	3	-15
21	Cc1onc(-c2ccccc2Cl)c1C(=O)NCc1ccc(N2CCCC2=O)cc1	-5	-3	12	10
22	CCC1(c2ccc(Cl)cc2)NC(=O)N(CC(=O)N2CCN(C(=O)c3ccco3)CC2)C1=O (stereo not drawn)	-10	-3	3	-4
23	Cn1c(OCc2cccnc2)nc2c1c(=O)n(Cc1ccc(Br)cc1)c(=O)n2C	9	-18	20	44
24	FC(F)(F)c1nnc(-c2ccccc2)nc1Sc1ccccc1	-27	-39	36	43
25	COCC(C)NC(=O)c1cc(S(=O)(=O)N2CCCCC2)ccc1N1CCOCC1 (stereo not drawn)	-10	1	9	6
26	CCOC(=O)c1sc2ncn(/N=C/c3cccnc3)c(=O)c2c1C	-31	-13	14	29
27	NCc1c(O)ccc2ccccc12	-19	-15	17	18
28	C=CCN1c2ccccc2[C@]23C[C@@H](C(=O)OC)N(C(=O)NCCC)C2=NC(C(=O)OC)=C(C(=O)OC)[C@H]13	0	19	-1	17
29	CSCCC(NC(=O)c1ccc(Cl)cc1Cl)C(=O)NCc1ccccn1 (stereo not drawn)	-12	0	-2	-1
30	CCC(C)NC(=O)CCC(=O)NNc1nc2ccccc2c2nc(C)nn12 (stereo not drawn)	-1	5	-4	9

item	UPR XBP1 act	Mdm2 MdmX PPI	TIM10 inh	UPR CHOP act
16	-4	6	4	5.0
17	7	6	-16	-0.8
18	-1	23	8	-0.1
19	1	41	-6	0.7
20	-2	-15	3	0.2
21	2	-3	-9	-1.1
22	-1	-3	4	-1.4
23	-4	28	9	0.0
24	22	52*	45*	201*
25	-3	2	3	1.9
26	1	-5	38	-2.8
27	-4	-10	2	-3.1
28	1	18	6	-0.2
29	-3	5	-1	0.7
30	-2	-18	8	4.3

# Sorted by molar mass (highest first): part of the list above.
item	SMILES	Jurkat NFkB inh	697 NFkB inh	tim10-1 inh	tim23-1 inh
25	COCC(C)NC(=O)c1cc(S(=O)(=O)N2CCCCC2)ccc1N1CCOCC1 (stereo not drawn)	-10	1	9	6
17	CCOC(=O)Cn1c(=O)oc2cc(S(=O)(=O)N(C)Cc3ccccc3)ccc21	-16	-6	-5	6
18	CN(c1ccccc1)S(=O)(=O)c1ccc(C(=O)NCc2ccc(F)cc2)cc1	9	0	10	29
30	CCC(C)NC(=O)CCC(=O)NNc1nc2ccccc2c2nc(C)nn12 (stereo not drawn)	-1	5	-4	9
19	Cc1cc(C)cc(OCC(=O)Nc2nc(-c3ccccn3)cs2)c1	6	-7	-15	-11
24	FC(F)(F)c1nnc(-c2ccccc2)nc1Sc1ccccc1	-27	-39	36	43

item	UPR XBP1 act	Mdm2 MdmX PPI	TIM10 inh	UPR CHOP act
25	-3	2	3	1.9
17	7	6	-16	-0.8
18	-1	23	8	-0.1
30	-2	-18	8	4.3
19	1	41	-6	0.7
24	22	52*	45*	201*
